# PLCb3 inh – inhibitors of human phospholipase C beta3; Q01970; Purified PLC-beta3, fluorogenic substrate, fluorescence; inhibition, % at 12.2 µM; 370,000 compounds, 0.18% hits; AID 720704; in the data active = inhibition above about 11%;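 note: 0% = median of compound wells on plate and 100% = full blocker control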
# PLC-gamma1 inh – inhibitors of human phospholipase C gamma1; P19174; purified PLC-gamma1, fluorogenic substrate, fluorescence; inhibition, % at 12.2 µM; 370,000 compounds, 0.84% hits; AID 720700; in the data active = inhibition above about 9.5%
# SIAE primary – inhibitors of human sialic acid acetylesterase SIAE; Q9HAT2; SIAE FP-Rh probe binding, fluorescence polarization; inhibition, % at 9.66 µM; 370,000 compounds, 0.69% hits;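 active = inhibition above a cutoff: mean of compounds within the control limits plus 3 SD of those, cut at about 17% in these data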;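 note: 0% = plate median of compound wells and 100% = probe without SIAE protein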
# DDE Tn6 FP inh – disrupts Tn6 cyclic peptide binding to fibrin D-Dimer-E complex; P02675; Fibrin DD(E) TRITC-Tn6 fluorescence polarization displacement; inhibition, % at 8.3 µM; 370,000 compounds, 0.21% hits; AID 720509;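 active = inhibition above a per-campaign cutoff: mean of compounds within control limits plus 3 SD, cut at about 15% in these data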;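 note: 0% = median of all compound wells on the plate and 100% = blocking peptide control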
# Target sequence (P02675 whole entry, looked up): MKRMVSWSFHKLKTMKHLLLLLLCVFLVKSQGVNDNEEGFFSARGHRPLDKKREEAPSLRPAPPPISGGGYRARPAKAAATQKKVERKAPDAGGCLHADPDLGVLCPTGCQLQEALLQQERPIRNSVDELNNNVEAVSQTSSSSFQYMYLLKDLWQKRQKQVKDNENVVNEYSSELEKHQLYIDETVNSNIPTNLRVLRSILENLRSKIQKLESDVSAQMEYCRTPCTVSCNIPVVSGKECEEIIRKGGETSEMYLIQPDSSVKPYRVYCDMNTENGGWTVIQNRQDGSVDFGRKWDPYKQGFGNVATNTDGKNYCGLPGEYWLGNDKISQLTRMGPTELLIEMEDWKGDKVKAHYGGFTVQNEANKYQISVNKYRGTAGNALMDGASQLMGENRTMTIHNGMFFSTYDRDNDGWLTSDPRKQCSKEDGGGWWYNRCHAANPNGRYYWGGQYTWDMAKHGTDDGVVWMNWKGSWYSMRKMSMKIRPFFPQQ
# TDP2 inh – blocks human TDP2 phosphodiesterase activity. O95551. recombinant TDP2, T5PNP hydrolysis, p-nitrophenol absorbance 415 nm. inhibition, % at 12.8 µM. AID 720702. 370,000 compounds, 0.34% hits;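 active = inhibition above the mean of all tested compounds plus 3 SD, set per campaign, cut at about 25% in these data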;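 note: 0% = DMSO with enzyme and 100% = buffer with substrate but no TDP2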
# Target sequence (O95551 whole entry, looked up): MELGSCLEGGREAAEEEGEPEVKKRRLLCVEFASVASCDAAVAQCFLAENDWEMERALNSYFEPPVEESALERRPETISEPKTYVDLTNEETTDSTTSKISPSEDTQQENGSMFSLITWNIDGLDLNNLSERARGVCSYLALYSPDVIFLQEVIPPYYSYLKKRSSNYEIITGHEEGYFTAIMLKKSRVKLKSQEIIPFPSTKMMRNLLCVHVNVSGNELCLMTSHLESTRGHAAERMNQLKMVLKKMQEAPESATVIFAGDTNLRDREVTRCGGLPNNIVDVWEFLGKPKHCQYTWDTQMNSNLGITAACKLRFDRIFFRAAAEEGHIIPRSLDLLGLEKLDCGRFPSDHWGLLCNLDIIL
#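 Material: recombinant human TDP2; quantity: TDP2 enzyme at 120 nM final; medium: Tris-HCl pH 7.5 with MgCl2; compound: single concentration, 12.8 µM nominal, with 1% DMSO; incubation: 2 h enzyme incubation at 37 °C; signal: epi absorbance; measure: percent inhibition; benchmarks: high control without enzyme, low control DMSO plus TDP2; repeats: singlicate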
# ASAP1 GAP inh – ASAP1 ArfGAP inhibition; ASAP1-stimulated ARF1 GTP hydrolysis, GDP FP detection; inhibition, % at 16.5 µM; 360,000 compounds, 0.19% hits; AID 624377; in the data active = inhibition above about 25%;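 note: 0% = vehicle with enzyme and substrate and 100% = no enzyme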
# ADAM17 inh – ADAM17 inhibition, QFRET primary screen | P78536 | recombinant ADAM17, EDANS/DABCYL FRET peptide cleavage | inhibition, % at 6.95 µM | 370,000 compounds, 0.83% hits;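 active = inhibition above the mean of compounds lying between control limits plus 3 SD, set per campaign, cut at about 8.5% in these data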;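 note: 0% = DMSO-only wells as the low control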
# DDE Tn7 FP inh – DD(E)-Tn7 binding inhibition, primary FP screen; P02675; FP displacement of FITC-Tn7 peptide from fibrin DD(E); 0% = median of compound wells per plate; inhibition, % at 8.3 µM; 370,000 compounds, 0.13% hits;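 active = inhibition above the mean of compounds falling within the control limits plus 3 SD of them, cut at about 14% in these data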;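 note: 0% = plate median of compound wells and 100% = 10 µM Aha-Tn7 peptide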
#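 system = human fibrin DD(E) protein | quantity = DD(E) 2 µM final | medium = Tris/NaCl/CaCl2 buffer, pH 7.8 | also added = labelled Tn7 tracer, 0.1 µM | compound dosing = single point at 8.3 µM | timing = compound with protein 10 min, then 3 h after probe, room temperature | signal = FP measurement | benchmarks = Aha-Tn7 high control | repeats = one replicate per compound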
# ADAM10 inh – inhibits human ADAM10; AID 720582; inhibition, % at 7 µM; O14672; recombinant ADAM10, EDANS/DABCYL FRET peptide cleavage, 3 h; 370,000 compounds, 0.62% hits;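 active = inhibition above a per-campaign cutoff equal to the mean of compounds falling between control-based bounds plus 3 SD, cut at about 20% in these data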;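 note: 0% = DMSO wells while the 100% control is not disclosed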
# ARFGAP1 inh – rat ARFGAP1 inhibition | 360,000 compounds, 0.26% hits | Arfgap1-stimulated ARF1 GTP hydrolysis, GDP FP detection | Q62848 | inhibition, % at 16.5 µM;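 active = inhibition above a per-plate limit, mean inhibition of low control wells plus 3 SD, cut at about 25% in these data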;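 note: 0% = DMSO wells with enzyme and 100% = wells lacking Arfgap1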
#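 System: truncated rat Arfgap1 GAP domain / Medium: HEPES-based buffer, pH 7.5 / Also added: N-terminally truncated human ARF1-GTP substrate / Incubation: enzyme reaction 120 min at 25 °C after 20 min preincubation / Measured by: FP of antibody-bound GDP Alexa 633 tracer, ex 620/em 688 nm / Replicates: singlicate, each compound tested once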
# * = called active by the depositor; x = not tested or not shown.
# Start of the data: the first 2 records (preview)
smiles | PLCb3 inh | PLC-gamma1 inh | SIAE primary | DDE Tn6 FP inh | TDP2 inh | ASAP1 GAP inh | ADAM17 inh | DDE Tn7 FP inh | ADAM10 inh | ARFGAP1 inh
COc1ccccc1OCC(=O)Nc1cc2c(cc1C(=O)O)OCCCO2 | -4.2 | -0.9 | 1.9 | -8.9 | 11.2 | -3.6 | -4.3 | 5.7 | -6.6 | 4.1
CC(C)(C)OC(=O)N/N=C/c1c[nH]c2ccccc12 | 1.1 | 5.3 | -4.4 | -8.6 | -14.4 | 5.4 | -1.1 | -1.1 | 1.3 | 7.1

# Results (from the top)
smiles | PLCb3 inh | PLC-gamma1 inh | SIAE primary | DDE Tn6 FP inh | TDP2 inh | ASAP1 GAP inh | ADAM17 inh | DDE Tn7 FP inh | ADAM10 inh | ARFGAP1 inh
COc1ccccc1OCC(=O)Nc1cc2c(cc1C(=O)O)OCCCO2 | -4.2 | -0.9 | 1.9 | -8.9 | 11.2 | -3.6 | -4.3 | 5.7 | -6.6 | 4.1
CC(C)(C)OC(=O)N/N=C/c1c[nH]c2ccccc12 | 1.1 | 5.3 | -4.4 | -8.6 | -14.4 | 5.4 | -1.1 | -1.1 | 1.3 | 7.1
Cc1cc(C)nc(Nc2ccccc2Cl)n1 | -5.8 | -1.6 | 10.2 | -1.3 | 6.1 | -3.7 | -3.1 | 5.0 | 6.0 | 3.4
COc1ccc(CC(=O)O/N=C(\N)c2cccc([N+](=O)[O-])c2)cc1 | 0.0 | -3.4 | 9.4 | -0.4 | -3.0 | 6.8 | -0.6 | -1.1 | 3.5 | 3.2
COC(=O)[C@]12C[C@H](CC(=O)NCc3ccc(C)o3)C(=O)N(Cc3cccc4ccccc34)C1=C[C@H](C(C)(C)C)O[C@@H]2C | 2.8 | 1.0 | -8.1 | -2.2 | -5.6 | x | 4.1 | -2.9 | 4.6 | x
O=C(NNC(=S)Nc1cccc(C(F)(F)F)c1)c1ccncc1 | -8.4 | -6.9 | 9.9 | -0.8 | -0.8 | 0.8 | -2.1 | 5.2 | -8.6 | 3.0
O=C(CCCc1nc(-c2ccc(Cl)cc2)no1)Nc1cccnc1 | 2.1 | 1.4 | 4.0 | 4.2 | -0.5 | -0.4 | -0.8 | -0.8 | 4.7 | -7.8
COCCCNCCCCOc1ccc(C)cc1[N+](=O)[O-] | 6.5 | 7.5 | -5.8 | -3.3 | -11.9 | 7.5 | 8.2 | 3.7 | 5.1 | -19.8
CN(C)c1ccc(C(=O)N2CCNC(=O)C2CC(=O)Nc2ccc(F)cc2)cc1 (stereo not drawn) | -0.4 | 5.5 | 1.4 | -2.1 | -3.9 | 4.1 | -0.5 | 3.1 | -3.7 | -6.8
CN(C)CCCNC1=CC(=O)CC(c2ccccc2)C1 (stereo not drawn) | -8.4 | 1.4 | -0.2 | -2.1 | -2.6 | 4.0 | -6.9 | -10.2 | -5.5 | 1.2
Nc1cccc(S(=O)(=O)N2CCCN(S(=O)(=O)c3ccc4c(c3)OCCO4)CC2)c1 | 0.0 | 1.4 | 3.7 | 2.1 | -11.0 | x | 2.5 | 5.7 | 7.6 | x
CC(C)Cc1cc(C(=O)Nc2cccnc2)no1 | -7.2 | 5.6 | -4.0 | -2.3 | -7.4 | 11.3 | -4.2 | 3.0 | -3.0 | 0.9
Cc1ccc(C(C)C)c(OCCN2CCc3ccccc3C2)c1 | -3.6 | 0.5 | 4.1 | 2.9 | -4.7 | 11.0 | 1.4 | -2.4 | -2.1 | -1.3
c1cnc2cc(-c3ccsc3)ncc2c1 | -125.1 | -66.6 | 1.4 | -0.8 | 10.4 | 2.4 | -38.7 | -2.8 | -133.0 | -4.4
C=CCn1c(SCC(=O)Nc2sc3c(c2C#N)CCC3)nnc1C1COc2ccccc2O1 (stereo not drawn) | -4.1 | -1.4 | -10.7 | -5.8 | 0.9 | 5.7 | 8.0 | -1.2 | 17.6 | -4.2
CC(C)(C)C1CCc2c(sc(NC(=O)c3cc(C4CC4)on3)c2C#N)C1 (stereo not drawn) | 1.0 | -0.6 | 3.5 | 4.5 | -3.6 | -3.0 | -0.9 | 2.6 | -8.3 | 5.2
O=C(/C=C/c1cccc([N+](=O)[O-])c1)NCCc1ccc(F)cc1 | 2.9 | 6.8 | -3.4 | 8.8 | 4.2 | -13.2 | -0.8 | 4.5 | 9.2 | 8.8
CN(C)S(=O)(=O)c1ccc2oc(SCC(N)=O)nc2c1 | -0.3 | 4.4 | 8.3 | -7.0 | 13.2 | 10.4 | -6.0 | -4.7 | -6.0 | -0.5
O=C(C1=C(O)C(=O)N(CC2CCCO2)C1c1ccccc1)c1ccco1 (stereo not drawn) | -16.2 | -8.2 | -0.1 | -2.0 | 4.0 | 4.7 | 0.3 | 1.7 | -4.0 | 6.8
Cc1[nH]c2ccc(Br)cc2c(=O)c1CN1CCCCC1 | -0.2 | -3.8 | 0.0 | 4.7 | -0.2 | 1.9 | -6.3 | 4.4 | -8.6 | -1.1
O=C(c1ccc(CS(=O)Cc2ccc(Cl)cc2)o1)N1CCN(C2CCCCC2)CC1 (stereo not drawn) | -4.5 | 0.5 | 4.3 | -4.5 | -6.5 | 12.7 | -0.5 | 5.7 | -18.8 | 2.8
CC(=O)c1cccc(OCc2cc(C(=O)N(C)CCC3CCOCC3)no2)c1 | -64.3 | -0.5 | 0.5 | 2.4 | 6.9 | -8.1 | -1.6 | -3.0 | 1.4 | -6.8
C/C(=N/NC(=O)c1ccco1)c1ccc(NC(=O)c2ccc(Br)o2)cc1 | -2.7 | 2.0 | 1.7 | 2.4 | -15.7 | -8.9 | 2.7 | -5.7 | 9.9 | 9.6
C=CCNC(=O)c1cc(-c2ccccc2)sc1N | -14.2 | -10.6 | 3.1 | 3.7 | -1.7 | -8.3 | -7.0 | 6.5 | -27.4 | 1.9

# In the list so far, 2 have an aryl thioether with sulfur outside any ring:
smiles | PLCb3 inh | PLC-gamma1 inh | SIAE primary | DDE Tn6 FP inh | TDP2 inh | ASAP1 GAP inh | ADAM17 inh | DDE Tn7 FP inh | ADAM10 inh | ARFGAP1 inh
C=CCn1c(SCC(=O)Nc2sc3c(c2C#N)CCC3)nnc1C1COc2ccccc2O1 (stereo not drawn) | -4.1 | -1.4 | -10.7 | -5.8 | 0.9 | 5.7 | 8.0 | -1.2 | 17.6 | -4.2
CN(C)S(=O)(=O)c1ccc2oc(SCC(N)=O)nc2c1 | -0.3 | 4.4 | 8.3 | -7.0 | 13.2 | 10.4 | -6.0 | -4.7 | -6.0 | -0.5

# Some of these compounds in order of the ADAM17 inh value, low to high.
smiles | PLCb3 inh | PLC-gamma1 inh | SIAE primary | DDE Tn6 FP inh | TDP2 inh | ASAP1 GAP inh | ADAM17 inh | DDE Tn7 FP inh | ADAM10 inh | ARFGAP1 inh
CN(C)S(=O)(=O)c1ccc2oc(SCC(N)=O)nc2c1 | -0.3 | 4.4 | 8.3 | -7.0 | 13.2 | 10.4 | -6.0 | -4.7 | -6.0 | -0.5
O=C(/C=C/c1cccc([N+](=O)[O-])c1)NCCc1ccc(F)cc1 | 2.9 | 6.8 | -3.4 | 8.8 | 4.2 | -13.2 | -0.8 | 4.5 | 9.2 | 8.8
C/C(=N/NC(=O)c1ccco1)c1ccc(NC(=O)c2ccc(Br)o2)cc1 | -2.7 | 2.0 | 1.7 | 2.4 | -15.7 | -8.9 | 2.7 | -5.7 | 9.9 | 9.6

# Screens deposited in PubChem BioAssay by The Scripps Research Institute Molecular Screening Center.
